Screening data (PubChem)
STK33 inh: inhibitors of human STK33 kinase; 0.073% of 320,000 active; inhibition, % at 10 µM; purified STK33, MBP phosphorylation, ADP-Glo luminescence;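 active = inhibition at or above 25%, using the most active replicate where run in duplicate; inactive = inhibition below 25%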
Target sequence (Q9BYT3 whole entry, looked up): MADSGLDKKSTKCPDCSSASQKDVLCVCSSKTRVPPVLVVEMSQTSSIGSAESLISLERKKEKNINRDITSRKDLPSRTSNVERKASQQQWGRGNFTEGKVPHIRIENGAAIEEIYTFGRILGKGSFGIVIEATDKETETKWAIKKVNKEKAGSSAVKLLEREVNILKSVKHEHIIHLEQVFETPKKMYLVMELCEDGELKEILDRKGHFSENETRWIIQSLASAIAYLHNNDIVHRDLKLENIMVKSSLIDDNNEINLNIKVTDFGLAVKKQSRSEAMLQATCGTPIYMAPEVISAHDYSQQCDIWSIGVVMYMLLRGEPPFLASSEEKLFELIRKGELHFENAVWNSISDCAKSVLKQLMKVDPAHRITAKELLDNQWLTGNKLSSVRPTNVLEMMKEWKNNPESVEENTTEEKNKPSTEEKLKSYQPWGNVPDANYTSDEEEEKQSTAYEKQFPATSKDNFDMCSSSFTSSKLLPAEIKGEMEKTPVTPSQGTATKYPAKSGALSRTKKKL
OX1R antag: blocks the human orexin 1 receptor | O43613 | OX1R-expressing cells, FRET antagonist read-out | inhibition, % at 6.6 µM | 1.8% of 330,000 active | AID 485270; in the data active = inhibition mostly above about 38%, no sharp cut-off; inactive = mostly below about 40%;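 note: 0% = agonist challenge alone and 100% = reference antagonist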
Target sequence (O43613 whole entry, looked up): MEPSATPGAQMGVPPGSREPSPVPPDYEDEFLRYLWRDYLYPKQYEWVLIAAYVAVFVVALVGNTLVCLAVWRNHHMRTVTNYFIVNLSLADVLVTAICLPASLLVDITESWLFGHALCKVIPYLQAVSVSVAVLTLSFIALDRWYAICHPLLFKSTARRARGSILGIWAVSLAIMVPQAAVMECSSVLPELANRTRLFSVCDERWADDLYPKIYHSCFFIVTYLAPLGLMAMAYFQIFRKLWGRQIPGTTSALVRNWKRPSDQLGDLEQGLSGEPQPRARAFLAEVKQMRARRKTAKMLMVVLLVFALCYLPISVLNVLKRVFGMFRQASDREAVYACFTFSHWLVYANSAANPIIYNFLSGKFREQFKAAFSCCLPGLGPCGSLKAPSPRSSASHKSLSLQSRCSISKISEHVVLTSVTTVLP
KCNQ2 inh: KCNQ2 potassium channel inhibitors, primary screen, cell-based, CHO-K1, FluxOR thallium flux, B-score (AID 2156); B-score at 10 µM; O88943; 1.1% of 310,000 active; 20 min; stronger effect = lower value;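 active = fluorescence ratio B-score at most minus 3 library SDs, with starting brightness B-score within 2 library SDs, cut at about -5.5 in these data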
* hit, by the source's call; i = inactive; · = not tested or not shown; & = joins results of further samples.

SMILES	STK33 inh	OX1R antag	KCNQ2 inh
COc1ccc(NC(=O)c2cccc(N3C(=O)C4C5C=CC(C6CC56)C4C3=O)c2)cc1 (stereo not given)	0.8	18	i
O=c1[nH]c2ccccc2n1CCCSCCCn1c(=O)[nH]c2ccccc21	-0.2	14	i
O=C(c1cccc(OC2CCN(Cc3cc(F)cc(F)c3)CC2)c1)N1CCCC1	0.1	-1	i
COCc1cc(C)nc2sc(C(=O)OC)c(N)c12	0.4	20	i
CCOC(=O)N1C(=O)c2cc(OC)ccc2S1(=O)=O	-1.0	27	i
Cc1cccc(NC(=O)c2cnccn2)c1	-1.1	4	i
O=C(C1CCCN(S(=O)(=O)c2cccc3nsnc23)C1)N1CCN(c2ccccn2)CC1 (stereo not given)	-0.9	57	i
C=CCN1C(=O)C2(NC(=O)c3ccccc3N2)c2ccccc21 (stereo not given)	-1.9	8	i
CCc1ccc(C2CC(c3ccccc3)Nc3nc(N)nn32)cc1 (stereo not given)	-1.7	11	i
CN1CCN(/N=C/c2nc(-c3ccccc3)n3ccccc23)CC1	-2.1	30	i

Pulled by structure from the list above (4):
SMILES	STK33 inh	OX1R antag	KCNQ2 inh
O=C(c1cccc(OC2CCN(Cc3cc(F)cc(F)c3)CC2)c1)N1CCCC1	0.1	-1	i
Cc1cccc(NC(=O)c2cnccn2)c1	-1.1	4	i
CN1CCN(/N=C/c2nc(-c3ccccc3)n3ccccc23)CC1	-2.1	30	i
C=CCN1C(=O)C2(NC(=O)c3ccccc3N2)c2ccccc21 (stereo not given)	-1.9	8	i

The listing continues.
SMILES	STK33 inh	OX1R antag	KCNQ2 inh
COc1ccc(Cl)cc1C(=O)Nc1nc2ccccc2[nH]1	0.8	25	i
Nc1ncnc2nc(N3CCN(C(=O)c4ccccc4)CC3)[nH]c12	-1.8	15	i
COc1ccc(/C=C(\C#N)C(=O)C(C)(C)n2cncn2)cc1	-0.5	9	i
CC(=O)c1ccc(NS(=O)(=O)c2cc3c(cc2C)N(C)CCO3)cc1	-1.1	13	i
COc1ccc(NC(=O)c2ccc(NC(=O)CCS(=O)(=O)c3cccs3)cc2)cc1	0.1	17	i
O=c1cc(N2CCCCCC2)[nH]c(=O)n1-c1ccccc1Cl	0.5	8	i
Cc1cccc(N2CN(Cc3ccco3)CNC2=S)c1	-0.4	14	i
COc1ccc(C(=O)NCCn2cc(SCC(N)=O)c3ccccc32)cc1	-1.7	8	i
COc1ccc(C)cc1NC(=O)c1cc(S(=O)(=O)N2CCOCC2)cn1C	0.0	4	i
COc1cccc(NC(=O)C(C)Oc2ccccc2)c1 (stereo not given)	-2.2	8	i
COc1cccc(C2NC(=S)NC(C)=C2C(=O)c2ccccc2)c1OC (stereo not given)	-0.3	9	i
NNC(=O)c1cc(-c2ccc(N)cc2)nc2ccc(Br)cc12	0.1	1	i
Cc1c(C(=O)N(C)Cc2ccccc2)oc2ccc(S(=O)(=O)N3CCCC3)cc12	-4.0	17	i
COc1ccc(C(=O)CCC(=O)Nc2ccc(Cl)cc2)cc1	-26	·	i
Cc1cc([N+](=O)[O-])nn1CC(=O)NCCc1c[nH]c2ccccc12	-0.3	16	i
CSc1ccccc1NC(=O)Nc1ccccc1	1.5	12	i
Cc1ccc(NC(=O)CNc2ccc(Cl)c(Cl)c2)cc1S(=O)(=O)N(C)C	-1.4	26	i
COc1ccc(-c2nnc(SC(C)C(=O)Nc3nccs3)n2-c2ccccc2)cc1OC (stereo not given)	-0.5	18	i
O=[N+]([O-])c1ccc2nc(CCCc3nc4ccc([N+](=O)[O-])cc4[nH]3)[nH]c2c1	0.2	15	i
Cc1ccc(C(O)P(=O)(OCCC(C)C)c2ccc(N(C)C)cc2)cc1 (stereo not given)	0.5	4	i

25 successive entries already listed, for reference:
SMILES	STK33 inh	OX1R antag	KCNQ2 inh
COc1ccc(NC(=O)c2cccc(N3C(=O)C4C5C=CC(C6CC56)C4C3=O)c2)cc1 (stereo not given)	0.8	18	i
O=c1[nH]c2ccccc2n1CCCSCCCn1c(=O)[nH]c2ccccc21	-0.2	14	i
O=C(c1cccc(OC2CCN(Cc3cc(F)cc(F)c3)CC2)c1)N1CCCC1	0.1	-1	i
COCc1cc(C)nc2sc(C(=O)OC)c(N)c12	0.4	20	i
CCOC(=O)N1C(=O)c2cc(OC)ccc2S1(=O)=O	-1.0	27	i
Cc1cccc(NC(=O)c2cnccn2)c1	-1.1	4	i
O=C(C1CCCN(S(=O)(=O)c2cccc3nsnc23)C1)N1CCN(c2ccccn2)CC1 (stereo not given)	-0.9	57	i
C=CCN1C(=O)C2(NC(=O)c3ccccc3N2)c2ccccc21 (stereo not given)	-1.9	8	i
CCc1ccc(C2CC(c3ccccc3)Nc3nc(N)nn32)cc1 (stereo not given)	-1.7	11	i
CN1CCN(/N=C/c2nc(-c3ccccc3)n3ccccc23)CC1	-2.1	30	i
COc1ccc(Cl)cc1C(=O)Nc1nc2ccccc2[nH]1	0.8	25	i
Nc1ncnc2nc(N3CCN(C(=O)c4ccccc4)CC3)[nH]c12	-1.8	15	i
COc1ccc(/C=C(\C#N)C(=O)C(C)(C)n2cncn2)cc1	-0.5	9	i
CC(=O)c1ccc(NS(=O)(=O)c2cc3c(cc2C)N(C)CCO3)cc1	-1.1	13	i
COc1ccc(NC(=O)c2ccc(NC(=O)CCS(=O)(=O)c3cccs3)cc2)cc1	0.1	17	i
O=c1cc(N2CCCCCC2)[nH]c(=O)n1-c1ccccc1Cl	0.5	8	i
Cc1cccc(N2CN(Cc3ccco3)CNC2=S)c1	-0.4	14	i
COc1ccc(C(=O)NCCn2cc(SCC(N)=O)c3ccccc32)cc1	-1.7	8	i
COc1ccc(C)cc1NC(=O)c1cc(S(=O)(=O)N2CCOCC2)cn1C	0.0	4	i
COc1cccc(NC(=O)C(C)Oc2ccccc2)c1 (stereo not given)	-2.2	8	i
COc1cccc(C2NC(=S)NC(C)=C2C(=O)c2ccccc2)c1OC (stereo not given)	-0.3	9	i
NNC(=O)c1cc(-c2ccc(N)cc2)nc2ccc(Br)cc12	0.1	1	i
Cc1c(C(=O)N(C)Cc2ccccc2)oc2ccc(S(=O)(=O)N3CCCC3)cc12	-4.0	17	i
COc1ccc(C(=O)CCC(=O)Nc2ccc(Cl)cc2)cc1	-26	·	i
Cc1cc([N+](=O)[O-])nn1CC(=O)NCCc1c[nH]c2ccccc12	-0.3	16	i

Later entries.
SMILES	STK33 inh	OX1R antag	KCNQ2 inh
O=C(COc1ccc(C(=O)c2ccccc2)cc1)NC1CCCCC1	-0.1	43	i
COc1cccc(N=CC2=C(O)CC(C)(C)CC2=O)c1	0.5	8	i
CCn1c(NC(=O)c2ccc(F)cc2)c2ccccc2nc1=O	0.4	11	i
Cc1ccc2c(c1)C1(OCCCO1)C(=O)N2CC#N	-0.6	4	i
O=C(O)c1ccc(COc2c(F)c(F)c(F)c(F)c2F)o1	0.7	17	i
Cc1ccc(-c2nnc3c4ccccc4c(C)nn23)cc1S(=O)(=O)N1CCN(C)CC1	-5.4	17	·
Cc1ccc(NS(=O)(=O)c2ccc3c(c2)NC(=O)CO3)cc1	·	10	i
Cc1ccc2nc(C)c3c(c2c1)N(c1ccc(F)cc1)CC3	-0.1	9	i
CCc1noc(C)c1C(=O)N1CCN(S(=O)(=O)c2ccc(Cl)s2)CC1	-0.9	17	i
COc1ccc(OC)c(Cc2nnc(CCC(=O)NCc3nc4ccccc4s3)o2)c1	-1.6	21	i
O=C(NCCN1C(=O)S/C(=C\c2cccnc2)C1=O)c1ccc(S(=O)(=O)N2CCCC2)cc1	0.4	41	i
CCOc1ccc(NC(=O)Nc2nc(SCC)ns2)cc1	-0.8	41	i
COCCNC(=O)COc1ccc(C)cc1C(=O)c1cc(C#N)c(=O)n(C2CC2)c1	-2.0	5	i
CC(C)(C)c1ccc(OCC(=O)NN2Cc3ccccc3C2=N)cc1	-3.5	7	i
CCC1Cc2c(nc(N)c3c(N)nc(N4CCOCC4)c(C#N)c23)O1 (stereo not given)	0.0	7	i
CC(=O)Oc1cc2oc(=O)cc(C)c2cc1Cl	-0.2	6	i
Cc1ccccc1NC(=O)c1nnn(-c2ccc3c(c2)OCCO3)c1N	-0.7	11	i
O=C(COC(=O)Cc1cccs1)Nc1ccccc1Cl	-1.3	12	i
Cc1cc[n+](-c2[nH]c(=O)sc2/C=N/N=C(\[O-])c2ccccc2)cc1	0.8	29	i
Cc1ccc2c(C(=O)CN3CCC4(CC3)OCCO4)c(C)[nH]c2c1	-0.3	17	·
COC(=O)c1nn(-c2ccccc2)c(-c2ccccc2)c1C(=O)c1ccccc1	-1.1	2	i
OCc1cn(-c2ccccc2)nc1-c1cc2ccccc2o1	0.0	81*	i
COC(=O)c1[nH]c2c(c1C)C(=O)CC(c1cc(OC)c(OC)c(OC)c1)C2 (stereo not given)	-0.4	3	i
COc1ccc(Nc2ccncc2[N+](=O)[O-])cc1	0.4	41*	i
Cc1ccc(CN2C3=NCCCN3c3ccccc32)cc1	-0.3	13	·
Cc1ccc(OCCn2cc(C=O)c3ccccc32)cc1	-0.9	5	i
Fc1ccc(CNCc2ccccc2C(F)(F)F)cc1	-0.1	6	i
COC(=O)c1c(NC(=O)COC(=O)C2CCC2)sc(C)c1C	-0.1	2	i
CCCN[C@H]1CCc2nc(N)sc2C1	-0.4&-2.1	21&14	i
CC(C)CCOC(=O)C(C)Sc1n[nH]c(=O)[nH]c1=O (stereo not given)	0.6	14	i
CCC(=O)Nc1ccccc1C(=O)N1CCCC1	-1.1	14	i
CCn1c(=O)n(CC)c2cc(N3CCCC3)c(NC(=O)c3c(F)cccc3F)cc21	-1.5	1	i
NNC(=O)C1CCCn2c1nc1sc3c(c1c2=O)CCCC3 (stereo not given)	-0.7	13	i
Cc1ccc(SCC(=O)c2c(C)[nH]c3ccccc23)cc1	-1.6	29	i
CC(c1ccco1)N(C(=O)c1ccccc1F)c1ccccn1 (stereo not given)	-0.8	11	i
COc1ccccc1NC(=O)c1c(NC(=O)c2ccco2)sc2c1CCC2	-3.2	8	i
COc1cc(C)ccc1OCc1cc(C(=O)N2CCN(C)C[C@@H]2c2ccccc2)no1	1.1	16	i
CC(CNC(=O)COC(=O)c1cccs1)c1ccccc1 (stereo not given)	-1.1	5	·
c1ccc(N2CCN(Cc3cn4ccccc4n3)CC2)cc1	0.8	-4	i
O=C(CN1C(=O)NC2(CCCCC2)C1=O)Nc1ccc2c(c1)OCCCO2	-1.7	3	·
CC(C)c1nc(N2CCOCC2)c(C#N)c2c1COC(C)(C)C2	-0.9	9	i
Cc1cc(C)cc(C(=O)Nn2cnnc2)c1	-0.8	4	i
CC(=O)Nc1ccc(/C(C)=N/NS(=O)(=O)c2ccc(C)cc2)cc1	-1.3	19	i
Cc1ccc(OCCn2c3ccccc3n3nc(C)c(=O)nc23)cc1	-0.4	2	i
COC(=O)c1ccc(NC(=O)C2CCN(C(=O)Nc3ccccc3)CC2)cc1	-0.8	0	·
Cc1cc(N/N=C/c2c[nH]c3ccccc23)c2ccccc2n1	0.1	19	i
CCc1ccc(C2CC(=O)N(c3cccc(F)c3)C3=C2C(=O)OC3)cc1 (stereo not given)	-0.4	7	i
CCOC(=O)N1CCN(C(=O)c2ccc(NC(C)=O)cc2)CC1	-1.2	3	i
Cc1cc(SCC(=O)OCC(=O)N(CCC#N)c2ccccc2)nc2ccccc12	0.6	19	i
CC(C)CC(NC(=O)C(NC(=O)OC(C)(C)C)C(C)C)C(=O)NC(CCC(=O)OCc1ccccc1)C(N)=O (stereo not given)	-1.1	5	i

(list continues)
SMILES	STK33 inh	OX1R antag	KCNQ2 inh
Cc1ccc(N(CC(=O)NCCc2ccc(Cl)cc2)S(=O)(=O)c2c(C)noc2C)cc1	0.6	49*	i
Cc1ccc(NC(=O)N2CCC(c3nc4c(nnn4Cc4c(F)cccc4Cl)c(=O)[nH]3)CC2)cc1	-5.8	8	i
CC(OC(=O)CNC(=O)C12CC3CC(CC(C3)C1)C2)C(=O)Nc1ccc(N2CCOCC2)cc1 (stereo not given)	-0.9	5	i
N#Cc1ccccc1CSC1=NCCS1	·	7	i
COc1cc(C(=O)/C=C/c2cccnc2)c([N+](=O)[O-])cc1OC	0.4	51	i
Cc1ccc(C2=CSC3=NS(=O)(=O)CCN23)cc1	-0.3	9	i
CCc1ccccc1NC(=O)Cn1c(=O)n(-c2ccc(CC(=O)NCC3CCCO3)cc2)c(=O)c2ccccc21 (stereo not given)	-1.7	4	i
O=C(COc1ccc([N+](=O)[O-])cc1)NCC(c1cccs1)N1CCOCC1 (stereo not given)	-1.2	35	i
O=C(N/N=C/c1ccc(O)cc1O)C1CC1	-1.5	12	i
CCN(CCCNC(=O)CCNC(=O)Cn1cnc2ccccc2c1=O)c1cccc(C)c1	-0.6	43	i
COc1ccccc1Nc1ncc(-c2cccs2)s1	-0.7	30	i
CC(=O)c1cccc(NS(=O)(=O)c2ccc(N/C=C\C(=O)c3ccc(C)cc3)cc2)c1	0.4	53	i
CC(=O)N1c2ccccc2NC2=C(C(=O)CCC2)C1c1cccnc1 (stereo not given)	-0.6	3	i
